From PubChem
Phagocyt inh – inhibitors of macrophage phagocytosis, primary screen, imaging, J774A.1 cells, IgG beads. J774A.1 macrophage IgG-bead phagocytosis. inhibition, % at 5 µM. 0.07% of 110,000 active;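 active = inhibition above the mean of the plate negative controls plus 5 SD, cut at about 13% in these data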;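 note: phagocytic index as fraction of beads internalized from green versus red external bead signal; plate controls were DMSO negative control for no effect and cytochalasin-D positive control for full effect; some results beyond the cut were filed as inactive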
Yeast lifespan up – compounds extending yeast replicative lifespan, primary screen, S. cerevisiae, OD615 | S. cerevisiae growth with nicotinamide; deaD strain in restrictive glucose medium | inhibition of the nicotinamide effect, % at 10 µM | 0.68% of 130,000 active | AID 775, 2007;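 active = inhibition above a set limit, placed 3 SD over the median of all compounds, cut at about 26% in these data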;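 note: 0% = nicotinamide-treated wells and 100% = cells grown without nicotinamide; some compounds called inactive have numbers as strong as hits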
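Material: Modified budding yeast, DeaD strain | Medium: Restrictive glucose medium | Probe or stimulus: 1.5 mM nicotinamide | Dosing: Single dose 10 µM compound, 0.25% DMSO | Times: 48 h at 30 °C | Technique: OD615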
Measles CPE – compounds protecting cells from measles virus cytopathic effect, primary screen, measles RdRp inhibitor project, single point, MLSMR library, absorbance; Measles virus-infected cells, CPE protection; protection (pct of control), % at 4 µM; AID 841, 2007; 1.5% of 140,000 active; in the data active = protection mostly above about 24%, no sharp cut-off; inactive = mostly below about 26%; note: some compounds called inactive have numbers as strong as hits
NPY-Y2 antag – NPY-Y2 receptor antagonists, primary screen, cell-based; inhibition, % at 2.7 µM; Neuropeptide Y receptor type 2 (Homo sapiens), P49146; AID 793, 2007; 0.99% of 140,000 active; NPY-Y2 expressing cells, antagonist mode; in the data active = inhibition above about 17%;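 note: 0% = vehicle with agonist challenge and 100% = reference antagonist with challenge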
Target sequence (P49146 whole entry, looked up): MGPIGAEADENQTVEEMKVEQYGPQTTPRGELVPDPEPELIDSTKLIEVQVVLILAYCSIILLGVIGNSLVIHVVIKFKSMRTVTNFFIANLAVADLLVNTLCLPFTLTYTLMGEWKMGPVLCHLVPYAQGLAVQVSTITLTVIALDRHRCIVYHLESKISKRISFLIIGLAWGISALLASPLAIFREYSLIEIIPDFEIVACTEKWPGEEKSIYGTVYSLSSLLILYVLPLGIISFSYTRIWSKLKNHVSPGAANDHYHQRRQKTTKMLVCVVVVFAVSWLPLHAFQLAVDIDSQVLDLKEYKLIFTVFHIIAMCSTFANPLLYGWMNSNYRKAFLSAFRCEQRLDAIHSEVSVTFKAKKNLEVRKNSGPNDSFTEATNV
PTEN del growth – growth suppression of PTEN-null HCT116, primary screen, cell-based, CellTiter-Glo | viability, % at 10 µM | HCT116 PTEN-null viability, 60 h; hits give low values | AID 827, 2007 | 1.2% of 140,000 active;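 active = viability at or below a set limit, 4 SD under the median of all tested compounds, cut at about 3.7% in these data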;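 note: PTEN knockout HCT116 line with beta catenin targeted HCT116 as companion control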
E-sel TNF inh – E-selectin induction blockers in HUVEC – imaging, immunofluorescence, high content, primary screen | 0.71% of 120,000 active | inhibition, % at 2 µM | AID 1246, 2008 | HUVEC TNFa-induced E-selectin immunofluorescence;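 active = inhibition above the batch mean plus 3 SD, and confirmed as a hit on visual image review, cut at about 43% in these data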;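 note: 0% = TNF-stimulated DMSO wells and 100% = unstimulated control wells; not every result past the cut was called active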
MRP-1 activ – H69AR viability gain despite doxorubicin, primary screen, MRP-1 activator project, H69AR cells, CellTiter-Glo; viability increase, % at 10 µM; 0.61% of 140,000 active; viability rescue;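 active = viability gain under doxorubicin at or above a set limit, the compound median plus 3 SD, cut at about 4.7% in these data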;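 note: MRP-1 overexpressing cells given doxorubicin 25 µM after compound pretreatment; 18-22 h compound pretreatment then 72 h with doxorubicin before readout; 0% = doxorubicin-only wells and 100% = vehicle-treated cells without doxorubicin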
HCT116 bCat-KO – primary screen for growth suppressors in beta-catenin knockout HCT116 cells (colon tumor, human); viability, % at 10 µM; 1.5% of 140,000 active; AID 818, 2007; HCT116 beta-catenin knockout viability, CellTiter-Glo, 60 h; hits give low values;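 active = viability at or under a set limit, the compound median less 4 SD, cut at about 6% in these data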;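 note: 0% = Hyamine 1622 control at 20 µM and 100% = untreated cell control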
Yeast growth inh – growth inhibitors of yeast BB579 in restrictive medium, primary screen, yeast lifespan-shortening project, S. cerevisiae; OD615, 48 h; inhibition, % at 10 µM; 0.51% of 140,000 active;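 active = inhibition above a set limit, 3 SD over the mean compound inhibition, cut at about 44% in these data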; note: inactives centre near -24
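System: DeaD yeast strain BB579; buffer or medium: CSMM-D dextrose restrictive medium; technique: OD at 615 nm; schedule: 4 h cell preincubation, 48 h compound exposure, 30 °C humidified; doses: single 10 µM dose; controls: amphotericin B 10 µg/mL, positive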
GALR2 blocker – GALR2 antagonists in receptor-expressing cells, primary screen; 0.39% of 140,000 active; AID 828, 2007; inhibition, % at 4 µM; Galanin receptor type 2 (Homo sapiens), O43603; antagonist mode; in the data active = inhibition above about 27%;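 note: cells stimulated with galanin 1-16 at roughly its EC80; 0% = agonist challenge control and 100% = basal control without agonist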
Target sequence (O43603 whole entry, looked up): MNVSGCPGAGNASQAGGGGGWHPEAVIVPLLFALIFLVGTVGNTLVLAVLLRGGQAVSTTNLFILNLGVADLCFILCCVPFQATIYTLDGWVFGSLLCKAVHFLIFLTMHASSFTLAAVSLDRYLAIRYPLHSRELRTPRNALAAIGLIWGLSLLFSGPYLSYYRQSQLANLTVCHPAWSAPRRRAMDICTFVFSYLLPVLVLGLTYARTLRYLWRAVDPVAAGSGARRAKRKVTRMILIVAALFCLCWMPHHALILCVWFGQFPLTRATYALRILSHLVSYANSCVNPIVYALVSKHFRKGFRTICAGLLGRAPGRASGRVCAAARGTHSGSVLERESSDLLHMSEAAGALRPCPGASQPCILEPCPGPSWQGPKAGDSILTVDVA
* = called active by the depositor; nt = no result given.

# | structure | PTEN del growth | Phagocyt inh | HCT116 bCat-KO | Measles CPE | MRP-1 activ | E-sel TNF inh | Yeast lifespan up | Yeast growth inh | NPY-Y2 antag | GALR2 blocker
1 | COC(=O)c1c(NC(NC(=O)C(C)C)C(Cl)(Cl)Cl)sc2c1CCC2 (centres undefined) | 66 | 0 | 66 | 17 | -1.2 | nt | -4 | -19 | -3 | -3
2 | COc1ccc(C2(C(=O)N3CCOCC3)CCCC2)cc1 | 80 | nt | 75 | 18 | -3.1 | 1 | -16 | -40 | 1 | -2
3 | COc1cc(OC)c(NC(=O)CCc2nc(-c3ccc(C)cc3)no2)cc1Cl | 91 | 0 | 102 | 13 | -1.6 | -12 | -2 | 5 | 5 | 8
4 | Cc1[nH]n(C(N)=S)c(=O)c1N=Nc1ccc(S(=O)(=O)N2CCCCCC2)cc1 | 105 | 0 | 84 | 15 | -0.6 | 13 | -8 | -20 | 7 | -10
5 | CNc1ncc(C(=O)c2ccc(Cl)cc2)s1 | 93 | nt | 85 | 16 | -2.3 | -4 | -15 | -11 | 0 | 0
6 | CNc1nc2cc([N+](=O)[O-])c([N+](=O)[O-])cc2nc1NC | 20 | -9 | 13 | 9 | -1.2 | nt | 2 | -6 | -1 | 54*
7 | CCN1c2ccccc2-c2nc3ccccc3n2C1c1ccco1 (centres undefined) | 69 | -1 | 71 | 6 | -4.0 | 4 | -25 | -3 | 19* | 1
8 | C=C(Br)Cn1c(CCC)nc2ccccc21 | 84 | -1 | 91 | 23 | -1.4 | -12 | -9 | -24 | 3 | 4
9 | COc1cccc(-c2csc3nc[nH]c(=O)c23)c1 | 97 | -5 | 88 | 7 | -0.8 | -17 | -7 | -17 | 6 | -2
10 | CN(c1ccc(C(=O)N2CCN(c3ccc(F)cc3)CC2)cc1)S(C)(=O)=O | 95 | 1 | 95 | 13 | -0.6 | -21 | -10 | -33 | 1 | -2
11 | COc1ccc(Cl)cc1NC(=O)c1ccccc1C | 88 | nt | 81 | 5 | -1.6 | 2 | nt | -38 | 4 | 1
12 | COc1cccc(/C=N/Nc2nc(Nc3ccccc3)nc(-n3nc(C)cc3C)n2)c1O | 2.0* | 1 | 2.8* | 5 | -5.9 | 22 | -9 | -36 | 1 | 11
13 | CCOP(=O)(OCC)c1nc(/C=C/c2ccccc2)oc1NCc1ccc(OC)cc1 | 85 | 0 | 92 | 4 | 1.1 | nt | 7 | -35 | 0 | -11
14 | CN(C)C(=O)Oc1ccc[n+](C)c1 | 98 | nt | 92 | 3 | -0.8 | nt | 9 | -22 | 2 | -7
15 | O=C1C2C3C=CC(C3=C(c3ccccc3)c3ccccc3)C2C(=O)N1Cc1ccccc1 (centres undefined) | 90 | 2 | 89 | 2 | 2.9 | 0 | -7 | -13 | 4 | -6
16 | Fc1ccccc1/C=C/c1ccc2ccccc2n1 | 46 | -11 | 42 | 8 | -3.9 | nt | -9 | -14 | 4 | 17
17 | CCn1c(=O)n(CC(=O)N(C)Cc2ccccc2)c(=O)c2ccccc21 | 101 | 1 | 100 | 23 | -0.4 | -32 | -10 | -22 | 0 | 11
18 | COc1c(C)cc(S(=O)(=O)NC2CC(C)(C)NC(C)(C)C2)c(C)c1C | 96 | nt | 96 | 1 | -4.5 | 1 | nt | -25 | 3 | -2
19 | COc1ccc(/C=N/NC(=O)c2ccc(Cn3cc([N+](=O)[O-])cn3)o2)cc1O | 107 | -1 | 109 | 6 | -2.8 | 5 | -10 | 3 | 2 | -5
20 | O=C(NCc1ccc2c(c1)OCO2)C1CCN(S(=O)(=O)c2cccs2)CC1 | 103 | 1 | 104 | 21 | -0.7 | 28 | -4 | -19 | 0 | 12
21 | COc1ccc(CNc2nn[nH]n2)cc1OC | 109 | -1 | 93 | 5 | 0.3 | nt | 5 | -61 | 2 | -2
22 | COc1ccccc1NC(=O)c1c(Nc2ccccc2F)sc(C(=O)Nc2cccc(Cl)c2)c1N | 87 | -11 | 89 | 4 | -4.1 | nt | 8 | -54 | 1 | -8
23 | Cc1ccc(-c2n[nH]c(=S)n2Cc2ccccc2)cc1 | nt | 1 | 99 | 6 | -0.8 | -5 | -3 | -63 | 3 | -5
24 | COC(=O)CN(c1ccc(OC)cc1)S(=O)(=O)c1ccc(OC)c(OC)c1 | 92 | 0 | 104 | 18 | -0.7 | -6 | -4 | -29 | 1 | 9
25 | O=C1NCCN1CCNS(=O)(=O)c1ccc(F)cc1 | 99 | -4 | 95 | 4 | -1.4 | -9 | 3 | -7 | 4 | 6
26 | CNC(=S)N1CCN(c2ccccn2)CC1 | 100 | -10 | 106 | 4 | -0.8 | -15 | 2 | -23 | -1 | 5
27 | Cc1oc(-c2ccccc2)nc1C(=O)Nc1nccs1 | 95 | 0 | 83 | 5 | -3.2 | nt | -18 | -48 | 5 | 5
28 | O=C1/C(=C\c2ccc3c(c2)OCO3)CCC/C1=C/c1ccc2c(c1)OCO2 | 32 | 1 | 50 | 10 | -4.8 | nt | -5 | -19 | 9 | -4
29 | Cc1oc(-c2ccccc2Cl)nc1CSCC(=O)NC1CC1 | 93 | nt | 102 | 14 | -0.1 | nt | 7 | -33 | 3 | -3
30 | CCC(O)(CC)C(=O)NN(C(=O)CCl)c1ccccc1 | 83 | nt | 80 | 3 | -5.5 | 1 | 6 | 7 | 0 | 7

Next part, overlapping the part above by six compounds.
# | structure | PTEN del growth | Phagocyt inh | HCT116 bCat-KO | Measles CPE | MRP-1 activ | E-sel TNF inh | Yeast lifespan up | Yeast growth inh | NPY-Y2 antag | GALR2 blocker
25 | O=C1NCCN1CCNS(=O)(=O)c1ccc(F)cc1 | 99 | -4 | 95 | 4 | -1.4 | -9 | 3 | -7 | 4 | 6
26 | CNC(=S)N1CCN(c2ccccn2)CC1 | 100 | -10 | 106 | 4 | -0.8 | -15 | 2 | -23 | -1 | 5
27 | Cc1oc(-c2ccccc2)nc1C(=O)Nc1nccs1 | 95 | 0 | 83 | 5 | -3.2 | nt | -18 | -48 | 5 | 5
28 | O=C1/C(=C\c2ccc3c(c2)OCO3)CCC/C1=C/c1ccc2c(c1)OCO2 | 32 | 1 | 50 | 10 | -4.8 | nt | -5 | -19 | 9 | -4
29 | Cc1oc(-c2ccccc2Cl)nc1CSCC(=O)NC1CC1 | 93 | nt | 102 | 14 | -0.1 | nt | 7 | -33 | 3 | -3
30 | CCC(O)(CC)C(=O)NN(C(=O)CCl)c1ccccc1 | 83 | nt | 80 | 3 | -5.5 | 1 | 6 | 7 | 0 | 7
31 | Cc1cc(Nc2ccc(F)cc2F)n2ncnc2n1 | 98 | nt | 99 | 5 | -1.3 | -24 | 2 | -17 | 0 | 2
32 | CC(=O)Nc1cccc(C(=O)Nc2ccccc2N2CCOCC2)c1 | 47 | 1 | 56 | 5 | -4.4 | -11 | -28 | -13 | -3 | 1
33 | Cc1cc(NC(=O)CS(=O)(=O)c2cn(C)c3ccccc23)no1 | 99 | -1 | 114 | 3 | -0.1 | nt | -8 | -7 | -1 | 6
34 | CCCn1c(NC(=O)C2COc3ccccc3O2)nc2ccccc21 (centres undefined) | 27 | -2 | 22 | 15 | -0.8 | -13 | -12 | -61 | 2 | 10
35 | CC1(C)Cc2c(C#N)c(SCCC#N)nc(N3CCOCC3)c2CS1 | 85 | 0 | 95 | 6 | -3.1 | -20 | -3 | -43 | 5 | 3
36 | O=C(CSc1nc2scc(-c3ccco3)c2c(=O)n1-c1ccccc1)NCC1CCCO1 (centres undefined) | 97 | 5 | 98 | 9 | -2.7 | 10 | -6 | -18 | 1 | -11
37 | CCOC(=O)C1=C(C)N=C2c3ccccc3C(=O)C2C1c1ccc(Br)cc1 (centres undefined) | 54 | -6 | 60 | 17 | -3.0 | nt | 2 | -1 | -5 | -5
38 | CN(C)S(=O)(=O)c1ccc(Cl)c(C(=O)Nc2ccccc2[N+](=O)[O-])c1 | 84 | -9 | 94 | 16 | -1.4 | nt | -1 | -34 | 2 | -6
39 | O=C(CS(=O)(=O)Cc1ccccc1)N1CCN(Cc2ccc3c(c2)OCO3)CC1 | 89 | -3 | 90 | 3 | -2.9 | 11 | -4 | -17 | 3 | 5
40 | CCOC(=O)C1CCCN(C(=S)Nc2cc(C)cc(C)c2)C1 (centres undefined) | 100 | -1 | 100 | 11 | -1.4 | -8 | -7 | -22 | -3 | 9
41 | C=CCSc1nc(O)c(CC)c(=O)n1C(C)CC (centres undefined) | 83 | 0 | 83 | 4 | -1.3 | nt | 13 | -9 | 5 | 6
42 | O=c1[nH]c(SCc2ccccc2Cl)nc2c1CCC2 | 83 | nt | 72 | 14 | -1.0 | 1 | -10 | -34 | 15 | -10
43 | Cc1cc(C)n(-c2nc(NCCCO)c3c4c(sc3n2)CCCC4)n1 | 13 | 0 | 12 | 4 | -7.2 | nt | -11 | -24 | 1 | -26
44 | Cc1[nH]c(=O)[nH]c(=O)c1/C=C/C(=O)OCC(C)C | 93 | -2 | 85 | 8 | -0.1 | -11 | -5 | -39 | 7 | -1
45 | CSc1oc(-c2ccccc2)nc1S(=O)(=O)c1ccc(F)cc1 | 77 | -1 | 85 | 7 | 1.2 | nt | nt | -16 | 5 | 0
46 | CCCOC(=O)c1c(NC(=O)/C=C/c2cnn(C)c2C)sc(C(=O)OC)c1C | 84 | -2 | 95 | nt | -0.5 | -25 | -16 | -75 | -1 | -1
47 | CC1(C)CN2C(=S)N(c3ccccc3)C(c3ccccc3)N2C1 (centres undefined) | 68 | 0 | 65 | 7 | -1.0 | 16 | -14 | -50 | 6 | -10
48 | COc1ccc2cc(C(=O)Nc3ccc(F)cc3)sc(=O)c2c1OC | 32 | nt | 11 | 3 | -1.7 | -32 | -8 | -33 | 4 | -2

Pulled one by one from the list above:
# | structure | PTEN del growth | Phagocyt inh | HCT116 bCat-KO | Measles CPE | MRP-1 activ | E-sel TNF inh | Yeast lifespan up | Yeast growth inh | NPY-Y2 antag | GALR2 blocker
35 | CC1(C)Cc2c(C#N)c(SCCC#N)nc(N3CCOCC3)c2CS1 | 85 | 0 | 95 | 6 | -3.1 | -20 | -3 | -43 | 5 | 3
31 | Cc1cc(Nc2ccc(F)cc2F)n2ncnc2n1 | 98 | nt | 99 | 5 | -1.3 | -24 | 2 | -17 | 0 | 2
